JMJD2A Tudor inh: JMJD2A Tudor domain (human) inhibition; O75164; AID 504339; AlphaScreen JMJD2A-Tudor / H3K4me3 peptide binding; Potency, µM (top dose mostly 114 µM), for inactives: at the highest dose activity change, negative = inhibition, hits mostly inhibitors; 390,000 tested, 4.4% active; note: potency is the fitted concentration of half-maximal effect; % is set by controls: 0 for no effect and ±100 for the full control effect; nearly all actives have a fitted effect of over 50% in size
BAZ2B block: blocks human BAZ2B. AlphaScreen BAZ2B-H3K14Ac peptide displacement. 360,000 tested, 4.4% active. Potency, µM (doses to about 114 µM), for the others: top-dose activity change, negative = inhibition, most hits filed as inhibitors. Q9UIF8; note: potency is the fitted concentration of half-maximal effect; % is set by controls: 0 for no effect and ±100 for the full control effect; nearly all actives have a fitted effect of over 60% in size
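AlphaScreen displacement of biotin-H3(5-23)K14Ac peptide (50 nM final) from BAZ2B (50 nM final) in PBS pH 7.4, 0.01% Tween-20; complex preformed 30 min RT, then compounds (top 110 uM) 30 min RT, beads 20 min dark.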
HP1b chromo inh: HP1-beta chromodomain-methylated histone interaction inhibition | AlphaScreen HP1-beta / biotin-H3K9me3 peptide binding | Potency, µM (titrated, usually from 114 µM), without a hit: top-dose activity change, negative = inhibition, most hits filed as inhibitors | 390,000 tested, 0.56% active; note: potency is the fitted concentration of half-maximal effect; nearly all actives have a fitted effect of over 70% in size; inactives centre near 23
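Compound inhibition of the preformed complex between 50 nM HP1-beta and 50 nM biotinylated H3K9me3 peptide was read by AlphaScreen. Buffer was PBS pH 7.4 with 0.01% Tween-20. Incubations ran 30 min at room temperature, with 10 ug/mL donor/acceptor beads.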
G9a block: blocks human histone lysine methyltransferase G9a. Q96KQ7. G9a H3K9 monomethylation, AlphaScreen, 2 h. Potency, µM (highest dose often 102 µM), for the others: at the highest dose activity, negative = inhibition, hits mostly inhibitors. 350,000 tested, 8.8% active. AID 504332; note: potency is the fitted concentration of half-maximal effect; % is set by controls: 0 for no effect and ±100 for the full control effect; nearly all actives have a fitted effect of over 75% in size
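Compounds were preincubated with 20 nM G9a for 15 min, after which biotinylated H3K9 peptide (500 nM) and SAM (20 uM) started a 2 h room-temperature reaction. Monomethylated product was quantified by antibody-based AlphaScreen chemiluminescence.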
ERG Ets-DNA blk: inhibitors of human ERG Ets domain-DNA interaction | P11308 | fluorescence polarization, His-ERG Ets domain / labelled DNA | Potency, µM (series often up to 76.9 µM), for the others: at the top dose FP activity, negative = inhibition, usual class: inhibitors | 370,000 tested, 0.028% active; active = well fitted inhibition curve with a large enough effect in the polarisation, with a control signal flat; inconclusive = small, poorly fitted or top-dose-only effect, or effect the other way, or a change in a side signal; inactive = no such curve, though single readings can be large or run the other way; the % refers to the polarisation;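 note: polarization taken with two DNA probes labelled with fluorescein and Texas red; potency is the fitted concentration of half-maximal effect; % of control where 0% means no effect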
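His-tagged ERG Ets domain (1 uM in the protein solution; 300mM KCl, 50mM Tris-HCl, 1mM EDTA, 1mM DTT, pH 7.5) received compound, then a probe mix of 5 nM fluorescein-DNA and 100nM Texas-615-DNA. Fluorescence polarization was read for both dyes.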
PGK inhibitor: inhibitors of T. brucei phosphoglycerate kinase | P07378 | PGK/GAPDH coupled, Kinase-Glo luminescence, 60 min | Potency, µM (top dose mostly 57.5 µM), for inactives: top-dose activity change, negative = inhibition, most hits filed as inhibitors | 380,000 tested, 0.043% active; note: potency is the fitted concentration of half-maximal effect; % is set by controls: 0 for no effect and ±100 for the full control effect; nearly all actives have a fitted effect of over 60% in size
Target sequence (P07378 whole entry, looked up): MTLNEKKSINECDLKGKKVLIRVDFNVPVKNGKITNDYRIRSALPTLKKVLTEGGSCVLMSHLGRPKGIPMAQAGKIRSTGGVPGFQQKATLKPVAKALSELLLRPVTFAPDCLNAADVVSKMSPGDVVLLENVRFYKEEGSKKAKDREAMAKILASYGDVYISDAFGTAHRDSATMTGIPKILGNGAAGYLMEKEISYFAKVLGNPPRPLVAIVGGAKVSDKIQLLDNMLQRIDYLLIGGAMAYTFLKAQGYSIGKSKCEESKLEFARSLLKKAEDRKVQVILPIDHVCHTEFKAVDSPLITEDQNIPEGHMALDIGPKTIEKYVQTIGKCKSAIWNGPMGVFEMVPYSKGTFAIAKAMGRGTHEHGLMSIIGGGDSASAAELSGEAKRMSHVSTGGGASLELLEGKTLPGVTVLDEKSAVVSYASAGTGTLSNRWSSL
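Luminescent ATP detection (Kinase-Glo Plus) follows a 60-minute room-temperature incubation, with wells lacking PGK as controls. Buffer: 100 mM TEA (pH 7.6), 5 mM MgCl2, 0.01% Tween-20. Coupling enzyme GAPDH (100 nM final) supplies unstable 1,3-BPG in-well.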
PI4K2A block: inhibitors of human PI4K2A | Q9BTU6 | purified PI4K2A, ADP-Glo luminescence, 1 h; hits give low values | activity change, negative = inhibition, % at 76.9 µM | 420,000 tested, 0.13% active | AID 1346378; in the data active = activity change below about -50%; inconclusive = mostly about -30% to -49%;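 note: -100% = wells without enzyme as full effect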
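In this quantitative HTS, ADP production by PI4K2A was quantified luminescently after 1 h at ambient temperature; 100 microM adenosine served as plate-quality control.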
GLS inhibitor: inhibitors of human glutaminase (GLS) | GLS enzymatic activity, qHTS titration | 410,000 tested, 0.21% active | AID 624170 | Potency, µM (highest dose often 45.5 µM), without a hit: at the highest dose activity change, negative = inhibition, hits mostly inhibitors | O94925; note: potency is the fitted concentration of half-maximal effect; % is set by controls: 0 for no effect and ±100 for the full control effect
Target sequence (O94925 whole entry, looked up): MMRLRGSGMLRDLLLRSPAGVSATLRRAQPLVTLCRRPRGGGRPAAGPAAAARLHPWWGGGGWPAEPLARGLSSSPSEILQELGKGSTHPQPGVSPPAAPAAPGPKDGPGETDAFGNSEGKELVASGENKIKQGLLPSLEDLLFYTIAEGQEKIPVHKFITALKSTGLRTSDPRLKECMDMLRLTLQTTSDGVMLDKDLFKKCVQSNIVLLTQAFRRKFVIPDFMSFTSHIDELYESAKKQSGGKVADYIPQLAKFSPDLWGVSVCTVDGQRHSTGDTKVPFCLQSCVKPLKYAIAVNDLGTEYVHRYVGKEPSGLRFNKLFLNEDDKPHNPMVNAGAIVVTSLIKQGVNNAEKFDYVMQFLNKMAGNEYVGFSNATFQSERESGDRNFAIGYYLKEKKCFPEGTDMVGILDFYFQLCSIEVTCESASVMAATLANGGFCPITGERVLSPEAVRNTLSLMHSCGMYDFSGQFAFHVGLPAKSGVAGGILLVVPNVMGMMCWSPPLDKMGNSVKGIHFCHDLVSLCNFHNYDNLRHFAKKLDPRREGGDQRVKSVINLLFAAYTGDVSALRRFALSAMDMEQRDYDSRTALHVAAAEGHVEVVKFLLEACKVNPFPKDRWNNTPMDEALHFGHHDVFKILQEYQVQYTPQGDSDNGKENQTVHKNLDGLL
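Assay buffer: 45 mM KH2PO4 pH 8.2, 0.02% Tween-20. hKGA acts on L-glutamine (1 mM solution added); product glutamate is reported by an oxidase/peroxidase Amplex Red coupling, with fluorescence taken at baseline and 30 min.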
Pin1 inhibitor: blocks the human prolyl isomerase Pin1; Pin1 FP peptide displacement, HiFluor488, 10 min; 390,000 tested, 0.009% active; AID 504891; Q13526; Potency, µM (series often up to 115 µM), without a hit: at the highest dose activity, negative = inhibition, usual class: inhibitors; active = well fitted inhibition curve with a large enough effect in the polarisation, with a control signal flat, not every such curve was filed as active; inconclusive = small, poorly fitted or top-dose-only effect, or effect the other way, or a change in a side signal; inactive = no such curve, though single readings can be large or run the other way; the % refers to the polarisation; note: potency is the fitted concentration of half-maximal effect; % is set by controls: 0 for no effect and ±100 for the full control effect
* marks the source's active call; other numbers are inactive results; [ ] = remark or other dose. Unless noted, calls come from the whole dose curve; as a rule, active = well fitted curve in the direction sought with a large enough effect; inconclusive = small, poorly fitted or top-dose-only effect, or another doubt; inactive = no such curve, though single readings can be large; an effect the other way counts as inactive or inconclusive. The order is random, and some 11% of all compounds hit somewhere here.

For CC(NC(=O)COc1ccccc1-c1ccccc1)c1ccccc1 (stereo unspecified) the results were JMJD2A Tudor inh 37.8%[activator], BAZ2B block 22.0%, HP1b chromo inh 60.6%[activator], G9a block 7.6%[59 µM], ERG Ets-DNA blk 1.6%, PGK inhibitor inactive, PI4K2A block 1.4, GLS inhibitor -6.6% and Pin1 inhibitor 0.6%.
Screening COc1ccc(CN2C3CCCC2CC(NC(=O)Nc2cccc(C)c2)C3)cc1 (stereo unspecified) returned JMJD2A Tudor inh -12.2%, BAZ2B block 2.9%, HP1b chromo inh 6.9%, G9a block 3.8%[59 µM], ERG Ets-DNA blk -1.5%, PGK inhibitor 3.5%, PI4K2A block 0.9, GLS inhibitor 28.3% and Pin1 inhibitor -0.1%.
For C/C(=N\NC(=O)c1nnn(-c2nonc2N)c1COc1ccc(F)cc1)c1ccc(Cl)cc1 the results were JMJD2A Tudor inh 7.9%, BAZ2B block -0.9%, HP1b chromo inh 26.4%, G9a block 9.6%, ERG Ets-DNA blk 18.2%, PGK inhibitor -2.4%, PI4K2A block 1.4, GLS inhibitor -0.2% and Pin1 inhibitor 8.0%.
`O=C(Cc1cccc(NC(=O)C2CCCN(C(=O)C3CC3)C2)c1)Nc1ccc(C(=O)N2CCCCC2)cc1` (stereo unspecified) gave JMJD2A Tudor inh -9.6%, HP1b chromo inh 44.3%[activator], ERG Ets-DNA blk -4.8%, PGK inhibitor 6.5%, PI4K2A block -2.5, GLS inhibitor -5.1% and Pin1 inhibitor 10.2%.
CCCCOc1ccccc1NC(=O)c1ccc(=O)[nH]c1 was read as JMJD2A Tudor inh -8.4%[57.1 µM], BAZ2B block -5.0%, HP1b chromo inh -1.3%, G9a block -22.3%, ERG Ets-DNA blk 2.3%, PGK inhibitor -3.6%, PI4K2A block -2.8, GLS inhibitor 1.7% and Pin1 inhibitor -1.0%.
For Nc1ccccc1Oc1ccc2ccccc2c1 the results were JMJD2A Tudor inh -6.8%, BAZ2B block -11.6%, HP1b chromo inh 29.7%, G9a block -5.3%, ERG Ets-DNA blk -7.3%, PGK inhibitor 0.6%, PI4K2A block 3.6, GLS inhibitor 11.8% and Pin1 inhibitor -10.6%.
`Cn1c(CSCc2ccccc2Cl)nnc1SCC(=O)Nc1nccs1` gave JMJD2A Tudor inh -20.1%, BAZ2B block 5.0%, HP1b chromo inh 15.0%, G9a block 3.8%[59 µM], ERG Ets-DNA blk -1.4%, PGK inhibitor -0.9%, PI4K2A block -4.4, GLS inhibitor 0.3% and Pin1 inhibitor 0.1%.
`Cc1ccc(C(=O)NCc2ccc(F)cc2)cc1NC1=NC2CS(=O)(=O)CC2S1` (stereo unspecified) gave JMJD2A Tudor inh -13.1%, BAZ2B block 2.4%, HP1b chromo inh 30.1%, ERG Ets-DNA blk -3.5%, PGK inhibitor -4.4%, PI4K2A block -1.3, GLS inhibitor 2.6% and Pin1 inhibitor 6.6%.
For Cc1cc(C(F)F)n2nc(C(=O)Nc3ccc(C(C)C)cc3)nc2n1 the results were JMJD2A Tudor inh -9.3%, BAZ2B block -1.7%, HP1b chromo inh 16.5%, G9a block -22.2%[59 µM], ERG Ets-DNA blk 1.9%, PGK inhibitor -4.8%, PI4K2A block -3.7, GLS inhibitor -12.5% and Pin1 inhibitor 6.4%.
For CCCc1cc(=O)[nH]c(SCc2cccc(C)c2)n1 the results were JMJD2A Tudor inh -2.2%, BAZ2B block -12.7%, HP1b chromo inh 29.3%, G9a block -34.5%, ERG Ets-DNA blk 8.2%, PGK inhibitor -11.3%, PI4K2A block 2.3, GLS inhibitor 3.3% and Pin1 inhibitor -2.8%.
Screening CN1CCN(c2nc3ccccn3c(=O)c2/C=C(\C#N)S(=O)(=O)c2ccccc2)CC1 returned JMJD2A Tudor inh -18.2%, BAZ2B block -7.2%, HP1b chromo inh 12.2%, G9a block -42.3%, ERG Ets-DNA blk -2.6%, PGK inhibitor 6.0%, PI4K2A block -5.4, GLS inhibitor 3.8% and Pin1 inhibitor -14.2%.
`O=C(O)CCCC(=O)OCc1c(-c2ccccc2)ncc2ccccc12` gave JMJD2A Tudor inh -17.0%, BAZ2B block -0.9%, HP1b chromo inh 38.7%, G9a block -1.2%[0.501 µM], ERG Ets-DNA blk -13.4%, PGK inhibitor -0.1%, PI4K2A block 5.1, GLS inhibitor -7.1% and Pin1 inhibitor 1.6%.
COc1ccc(CCN=C(N)NS(=O)(=O)c2cccs2)cc1OC was read as JMJD2A Tudor inh -6.7%, BAZ2B block -1.8%, HP1b chromo inh 9.9%, G9a block -1.5%, ERG Ets-DNA blk 6.9%, PGK inhibitor -4.9%, PI4K2A block -5.6, GLS inhibitor -3.6% and Pin1 inhibitor -6.7%.
COc1cc(NC(=O)COn2nnc3ccc(S(C)(=O)=O)cc32)cc(OC)c1 was read as JMJD2A Tudor inh -6.7%, BAZ2B block 0.8%, HP1b chromo inh 27.9%, G9a block -1.8%, ERG Ets-DNA blk -4.0%, PGK inhibitor 1.5%, PI4K2A block 3.4, GLS inhibitor -6.2% and Pin1 inhibitor 1.1%.
CCOc1ccccc1NC(=O)Cn1cnc2c1c(=O)n(C)c(=O)n2C was read as JMJD2A Tudor inh -20.3%, BAZ2B block 0.3%, HP1b chromo inh 15.3%, G9a block -5.1%[59 µM], ERG Ets-DNA blk -12.3%, PGK inhibitor -0.1%, PI4K2A block -1.5, GLS inhibitor -9.5% and Pin1 inhibitor -3.0%.
Screening Cc1[nH]c2c(C)cccc2c(=O)c1Br returned JMJD2A Tudor inh -5.5%, BAZ2B block -1.0%, HP1b chromo inh 22.0%, G9a block 22.6%[59 µM], ERG Ets-DNA blk 5.1%, PGK inhibitor -8.7%, PI4K2A block 1.4, GLS inhibitor 2.0% and Pin1 inhibitor -2.1%.
Screening COc1ccccc1OCC(=O)Nc1ccc(-c2nnc(-c3ccco3)o2)cc1 returned JMJD2A Tudor inh -19.5%, BAZ2B block -16.0%, HP1b chromo inh -0.3%, G9a block 11.6%[12.7 µM], ERG Ets-DNA blk -2.4%, PGK inhibitor -9.9%, PI4K2A block 0.6, GLS inhibitor 1.7% and Pin1 inhibitor 7.1%.
`COc1ccc(CNCCC(c2ccccc2)c2ccc(OC(C)C)cc2)cc1OC` (stereo unspecified) gave JMJD2A Tudor inh -25.1%, BAZ2B block -20.3%, HP1b chromo inh -10.0%, G9a block -2.1%[2.33 µM], ERG Ets-DNA blk 0.9%, PGK inhibitor -3.4%, PI4K2A block 11.5, GLS inhibitor 1.2% and Pin1 inhibitor 1.0%.
For O=C(NCC(=O)N1CCOCC1)c1ccc(Cl)c(Cl)c1 the results were JMJD2A Tudor inh -2.8%, HP1b chromo inh 20.4%[57 µM], ERG Ets-DNA blk 8.7%, PGK inhibitor -0.5%, PI4K2A block -1.3, GLS inhibitor -15.8% and Pin1 inhibitor 2.0%.
For CC1CCc2c(sc3nc(C(C)(C)C)nc(N4CCN(C(=O)CCl)CC4)c23)C1 (stereo unspecified) the results were JMJD2A Tudor inh -24.0%, BAZ2B block inconclusive, HP1b chromo inh 23.3%, G9a block -8.8%, ERG Ets-DNA blk -2.9%, PGK inhibitor 1.5%, PI4K2A block 23.4, GLS inhibitor 5.6% and Pin1 inhibitor inconclusive.
For CCc1ccc(S(=O)(=O)N2CCN(c3ccccc3OC)CC2)cc1 the results were JMJD2A Tudor inh -10.9%, BAZ2B block inconclusive, HP1b chromo inh 33.4%, G9a block -8.1%[0.501 µM], ERG Ets-DNA blk 5.5%, PGK inhibitor 1.1%, PI4K2A block -0.5, GLS inhibitor -0.9% and Pin1 inhibitor -2.1%.
Cc1ccc(N/C(SCc2ccccc2C)=C(/C#N)C(=O)NCc2ccco2)cc1C was read as JMJD2A Tudor inh -25.2%, BAZ2B block -27.6%, HP1b chromo inh 14.4%, G9a block inconclusive, ERG Ets-DNA blk 8.6%, PGK inhibitor -0.2%, PI4K2A block -2.0, GLS inhibitor -1.1% and Pin1 inhibitor 16.1%.
Screening COc1ccc(NC(C)=O)cc1NC(C)C(=O)Nc1cccc2ccccc12 (stereo unspecified) returned JMJD2A Tudor inh -31.9%, BAZ2B block -32.0%, HP1b chromo inh 19.1%, G9a block 50.1µM*, ERG Ets-DNA blk 7.4%, PGK inhibitor -4.5%, PI4K2A block -5.6, GLS inhibitor 31.6%[activator] and Pin1 inhibitor inconclusive.
Screening CCOC(=O)C1=C(COC(=O)/C=C/c2cccc(OC)c2)NC(=O)NC1C (stereo unspecified) returned JMJD2A Tudor inh -6.6%, BAZ2B block -4.8%, HP1b chromo inh 7.0%, G9a block 22.9%[12.7 µM], ERG Ets-DNA blk -11.0%, PGK inhibitor 1.1%, PI4K2A block 1.0, GLS inhibitor 7.9% and Pin1 inhibitor -9.6%.
O=C(COc1cccc(F)c1)N1c2ccccc2Sc2ccccc21 was read as JMJD2A Tudor inh 56.2µM*, BAZ2B block -2.0%, HP1b chromo inh inconclusive, G9a block 7.2%[59 µM], ERG Ets-DNA blk inconclusive, PGK inhibitor -2.6%, PI4K2A block -7.9, GLS inhibitor 1.2% and Pin1 inhibitor -3.5%.
CCOc1cc2[nH]c(=S)n(CCN3CCCCC3CC)c(=O)c2cc1OCC (stereo unspecified) was read as JMJD2A Tudor inh -33.1%, BAZ2B block 1.7%, HP1b chromo inh 14.6%, G9a block 56.2µM*, ERG Ets-DNA blk 2.0%, PGK inhibitor -6.5%, PI4K2A block -2.3, GLS inhibitor 4.8% and Pin1 inhibitor -1.6%.
Screening COC(=O)C1=C(C)N(Cc2ccco2)C(=O)/C1=C\c1ccc([N+](=O)[O-])cc1 returned JMJD2A Tudor inh inconclusive, BAZ2B block inconclusive, HP1b chromo inh -8.8%, G9a block 17.8µM*, ERG Ets-DNA blk 2.8%, PGK inhibitor 1.4%, PI4K2A block -19.2, GLS inhibitor -2.8% and Pin1 inhibitor 37.1%[activator].
